# Screening data: PubChem BioAssay, several laboratories
# HUVEC tox IL1B – cytotoxicity in IL-1B stimulated HUVEC, primary screen, cytotoxicity control for IL-1B NFkB translocation project, imaging, Hoechst nuclear count, IL-1B stimulus | HUVEC cell count loss | cell count reduction, % at 2 µM | 94,000 tested, 0.41% active;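 active = cell count reduction more than 3 SD above the screen-wide mean, cut at about 70% in these data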;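 note: normalized per plate to untreated control cells as the no-loss baseline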
# LYP act – LYP phosphatase activators, primary screen, biochemical, DiFMUP fluorescence, 2 µM; activation, % at 2 µM; recombinant LYP; 0 = plate median, 100 = signal doubled; Tyrosine-protein phosphatase non-receptor type 22 (Homo sapiens), Q9Y2R2; 96,000 tested, 0.11% active;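 active = activation at 2 µM above a set limit, the mean plus 5 SD, cut at about 37% in these data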
# F-actin modifier – modifiers of F-actin cytoskeleton organization, primary screen, imaging, HUVEC, phalloidin staining, high-content imaging. HUVEC TNFa F-actin phalloidin imaging. inhibition, % at 2 µM. 91,000 tested, 0.18% active;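 active = inhibition above the batch mean plus 3 SD and confirmed as a hit by visual image inspection, cut at about 30% in these data, passing the limit was not always enough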; note: strong numbers were not always called active
# ERa coact inh – ERα–SRC-1 coactivator interaction inhibitors, primary screen, biochemical, TR-FRET, ERα LBD, estradiol-bound | Estrogen receptor (Homo sapiens), P03372 | TR-FRET ER-alpha LBD / SRC-1 peptide | inhibition, % at 25.6 µM | 86,000 tested, 1.7% active | AID 629, 2007; in the data active = inhibition above about 50%;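 note: 0% = receptor plus peptide control and 100% = peptide only without receptor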
# Target sequence (P03372 whole entry, looked up, the tested form may be a part): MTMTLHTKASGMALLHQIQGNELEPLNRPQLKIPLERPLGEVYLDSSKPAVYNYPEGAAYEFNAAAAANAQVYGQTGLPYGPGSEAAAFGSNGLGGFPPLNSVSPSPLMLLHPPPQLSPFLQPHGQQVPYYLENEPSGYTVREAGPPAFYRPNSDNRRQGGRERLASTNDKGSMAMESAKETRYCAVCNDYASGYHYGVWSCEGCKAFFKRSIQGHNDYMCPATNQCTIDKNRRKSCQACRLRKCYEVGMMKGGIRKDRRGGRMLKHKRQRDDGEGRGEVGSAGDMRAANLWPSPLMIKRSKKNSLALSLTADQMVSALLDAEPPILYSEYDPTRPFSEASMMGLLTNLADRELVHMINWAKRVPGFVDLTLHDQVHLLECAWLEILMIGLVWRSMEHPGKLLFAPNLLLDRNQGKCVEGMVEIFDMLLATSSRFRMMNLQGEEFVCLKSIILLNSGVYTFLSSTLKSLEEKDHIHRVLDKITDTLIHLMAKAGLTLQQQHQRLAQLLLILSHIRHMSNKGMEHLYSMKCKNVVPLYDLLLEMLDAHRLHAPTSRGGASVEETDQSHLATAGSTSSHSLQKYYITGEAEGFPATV
# VCAM1 TNFa inh – inhibitors of TNFa-induced VCAM1 expression, primary screen, imaging, HUVEC, TNFa stimulus, immunofluorescence | HUVEC TNFa-induced VCAM-1 immunofluorescence, high-content imaging | inhibition, % at 2 µM | 95,000 tested, 0.48% active;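 active = inhibition above the batch mean plus 3 SD, with images confirmed as a hit by eye, cut at about 37% in these data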;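 note: 0% = TNF-stimulated DMSO wells and 100% = unstimulated control wells; not every result past the cut was called active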
# PTPN22 inh 2 – PTPN22 phosphatase inhibitors, primary screen, biochemical, DiFMUP fluorescence, 2 µM; Tyrosine-protein phosphatase non-receptor type 22 (Homo sapiens), Q9Y2R2; recombinant LYP catalytic domain; inhibition, % at 2 µM; 96,000 tested, 0.21% active; AID 640, 2007;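 active = inhibition at 2 µM at or above a set limit, the screen mean plus 3 SD, cut at about 24% in these data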;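 note: 0% = DMSO with enzyme and 100% = enzyme fully blocked by orthovanadate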
# FAK blocker – FAK kinase inhibitors, primary screen, biochemical | Focal adhesion kinase 1 (Homo sapiens), Q05397 | biochemical FAK kinase activity assay | inhibition, %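 (tested at 7 µM)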 | 97,000 tested, 0.84% active; in the data active = inhibition above about 19%;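 note: 0% = DMSO and 100% = reference compound high control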
# Pyk2 oligo antag – antagonists of Pyk2 self-association, primary screen, Q293 cells, FERM NanoBiT luminescence, HTS | active compounds read low | z-score (the deposit names both 25 µM and 10 µM) | 99,000 tested, 0.83% active | AID 1347419, 2020;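 active = Z-score of -3 or lower, scaled per plate to the spread of control and sample wells; inactive = z-score above -3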;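 note: negative z-score means lost luminescence so less FERM oligomerization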
# HUVEC tox TNFa – cytotoxicity in TNFa-stimulated HUVEC, primary screen, cytotoxicity control for VCAM1 expression modulator project, imaging, Hoechst nuclei count | 93,000 tested, 0.17% active | HUVEC TNFalpha-stimulated, Hoechst cell count | cell count reduction, % at 2 µM;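 active = cell count reduction exceeding the screen mean by over 5 SD, scaled to untreated wells per plate, cut at about 78% in these data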;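 note: cells counted after 24 h of TNF alpha exposure following the 1 h pretreatment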
# Starred values were filed as active, the others as inactive; x = no result given; [ ] = dose if it differs, or a comment. Hits appear at their usual frequency. About 3.8% of those tested had a hit in this group.
SMILES,HUVEC tox IL1B,LYP act,F-actin modifier,ERa coact inh,VCAM1 TNFa inh,PTPN22 inh 2,FAK blocker,Pyk2 oligo antag,HUVEC tox TNFa
C=CCc1ccc(OCCOCCOc2ccc(C)cc2[N+](=O)[O-])c(OC)c1,0,18,11,x,2,-16,-5,-0.28,-17
Cc1ccc(CSc2ncnc3c2cnn3Cc2ccccc2)cc1,-11,-2,-10,-1,21,4,1,0.56,8
O=C(CCn1c(=O)[nH]c2ccccc2c1=O)N1CCN(c2cccc(C(F)(F)F)c2)CC1,16,-9,-11,-9,2,8,2,-0.31,3
CCOC(=O)c1ccc(Nc2ncnc3nc[nH]c23)cc1,-17,-12,18,18,-3,10,18,0.19,-18
COc1ccc(N2Cc3ccccc3C2)cc1Cl,38,-4,19,-2,13,2,0,x,-5
COC(=O)/C=c1/s/c(=C(/C#N)C(=O)NCc2ccccc2)n(-c2ccccc2)c1=O,-6,-2,15,-1,-7,4,-4,-1.6,-20
CCOC(=O)CN1CC23C=CC(O2)C(C(=O)NCc2ccc(C)cc2)C3C1=O (configuration not stated),-86,13,1,5[fluorescence artefact?],4,-13,0,x,-4
COc1cc(S(=O)(=O)N(Cc2ccco2)C2CCCC2)ccc1-n1cnnn1,-17,8,14,x,-7,-12,2,0.03,1
COC(=O)c1cn(C(=O)c2ccco2)c2ccccc12,-8,9,2,-4,5,-9,-1,0.35,-26
CCN(CC)CCCN1C(=O)c2oc3ccccc3c(=O)c2C1c1cccnc1 (configuration not stated),-51,16,x,-9,14,-17,2,1.1,-26
CCCC(=O)Nc1cc(-c2nnc(OC)c3ccccc23)ccc1N1CCCCC1,4,1,1,x,-10,2,4,x,-1
CC1=CN2CC(O)CN=C2C=C1 (configuration not stated),x,-2,3,0,-3,2,2,1.2,-9
Cn1c(Cl)c(C(=O)Nc2ccc(Cl)cc2)c2ccccc21,-61,4,-21,x,36,1,-9,0.75,-30
Cc1ccc(S(=O)(=O)NC(CC(=O)NCc2ccco2)c2ccco2)cc1 (configuration not stated),-21,2,x,11,-17,-4,-1,1.5,-6
COc1cccc(C2NC(=O)c3sc(=S)n(-c4ccccc4)c3N2)c1 (configuration not stated),-6,-3,x,10,19,3,-1,-1.1,-4
CC(=O)N1CN(Cc2ccccn2)Cc2c1sc1c2CCCC1,8,3,20,-5,4,-3,1,0.11,-30
C=CCn1c(SCC(=O)NCCc2ccccc2)nnc1C(C)NC(=O)c1cccs1 (configuration not stated),-52,-5,6,-2,-5,4,-3,0.42,5
O=C(COC(=O)C1COc2ccccc2O1)Nc1ccc2c(c1)CCC2 (configuration not stated),4,1,5,-10,5,-4,3,-0.05,-14
COc1cc2[nH]c(=O)n(CCC(=O)N3CCN(c4cccc(C)c4C)CC3)c(=O)c2cc1OC,4,6,-10,53*[fluorescence artefact?],9,-8,1,0.11,-12
O=C1C2C3C=CC([C@@H]2C(=O)N1C1CCCCC1)[C@H]1C(=O)N(C2CCCCC2)C(=O)C31 (some centres not stated),33,-1,0,-1,2,0,8,0.27,-5

# Another view of part of the listing above:
Molecule | HUVEC tox IL1B | LYP act | F-actin modifier | ERa coact inh | VCAM1 TNFa inh | PTPN22 inh 2 | FAK blocker | Pyk2 oligo antag | HUVEC tox TNFa
O=C(COC(=O)C1COc2ccccc2O1)Nc1ccc2c(c1)CCC2 (configuration not stated) | 4 | 1 | 5 | -10 | 5 | -4 | 3 | -0.05 | -14
COc1cc2[nH]c(=O)n(CCC(=O)N3CCN(c4cccc(C)c4C)CC3)c(=O)c2cc1OC | 4 | 6 | -10 | 53*[fluorescence artefact?] | 9 | -8 | 1 | 0.11 | -12

# (list continues)
SMILES,HUVEC tox IL1B,LYP act,F-actin modifier,ERa coact inh,VCAM1 TNFa inh,PTPN22 inh 2,FAK blocker,Pyk2 oligo antag,HUVEC tox TNFa
CN1CCN(c2ccc(Cl)cc2NC(=O)c2cccc(S(=O)(=O)N(C)C)c2)CC1,36,0,10,0,19,6,10,-0.02,1
COc1ccc(/C=C\C(=O)c2c(O)ccc3c(C)cc(=O)oc23)cc1,8,-9,-1,x,3,8,0,-1.8,-7
COc1cc(OC)cc(-n2nnnc2SCC(=O)N2CCCc3ccccc32)c1,11,20,8,-6,7,-22,1,-0.74,-15
O=C(Nc1ccc2c(c1)OCO2)c1ccc(Cl)nc1,-12,4,28,7,-6,-1,-2,0.75,-11
CC(=O)Nc1ccc(S(=O)(=O)N(C2=NCC(C)S2)c2ccccc2)cc1 (configuration not stated),-3,-1,25,-6,6,4,1,-1.4,-20
CCNc1ccc2noc3c2c1C(=O)c1ccccc1-3,-40,-11,23,-2[fluorescence artefact?],-4,13,49*,-2.1,-2
COCCOC(=O)c1c(NC(=O)CN2CCOCC2)sc(C(N)=O)c1C,0,1,-14,6[fluorescence artefact?],0,-5,-3,0.15,-8
Cc1cnn(C(=O)c2oc3ccccc3c2C)c1,-2,6,-2,-15,12,-6,-2,1,-24
CC1(C)CC(=O)C(C=NCCN2CCN(C(=O)c3ccc(F)cc3)CC2)=C(O)C1,-17,-4,7,8,5,0,0,0.77,-20
CCOC(=O)N1CCC(N(CCCOC)C(=O)Nc2cccc(OC)c2)CC1,19,-3,-6,-4,-1,0,6,0.08,-14
CC1(C)CC(=O)c2sc(NS(=O)(=O)Cc3ccccc3)nc2C1,-5,4,-7,-8,-2,-1,-7,1.1,3
COC(=O)C1=C(N)OC2=C(C(=O)CCC2)C1c1cccs1 (configuration not stated),-1,0,-20,-6,-18,-4,2,0.31,-16
COc1ccccc1NC(=O)CSc1nnc(CNC(=O)c2ccco2)o1,-39,8,7,-9,2,-7,0,1.4,-8
CC(=O)c1cccc(NC(=O)CCNS(=O)(=O)c2cccc(C(C)=O)c2)c1,-10,4,8,-4,0,-4,-2,0.24,38
Cc1nccn1Cc1cccc2ccccc12,-4,-2,x,6[fluorescence artefact?],-8,3,-1,x,-10
O=C(O)c1ccccc1C(=O)Nc1nccs1,-43,-4,-4,x,-10,8,-2,1.6,-4
COc1ccc(NC(=O)CCOc2ccccc2)c(OC)c1,-12,5,-1,-3,-12,-8,6,-0.58,-8
Cc1cccc(C)c1NS(=O)(=O)c1c(C)[nH]c(=O)[nH]c1=O,-2,6,42,-1[fluorescence artefact?],9,-8,1,2.3,-9
Cn1c(CSCc2ccc(F)cc2)nnc1SCC(=O)N1CCN(c2ccccc2)CC1,-52,-3,-21,x,-2,7,1,1.9,6
Oc1ccc(/C=C/c2nc(-c3ccccc3O)n(-c3ccccc3)n2)cc1,-22,1,-9,x,-3,3,4,-0.96,-24
COc1cc(-c2csc(C)n2)ccc1O,1,-1,-2,-3,21,5,-5,1.4,3
CC(C)CCNC(=O)Cn1c(=O)oc2cc(S(=O)(=O)N3CCc4ccccc43)ccc21,-33,-3,-2,2,2,1,4,x,3
Cc1ccc(CCN2CC(C(=O)NCCCN3CCCCCC3)CC2=O)cc1 (configuration not stated),-8,-3,30,17[fluorescence artefact?],4,1,16,-0.09,-13
Cc1c(C(=O)Oc2cccc3ccccc23)cnn1-c1ccccc1,10,2,9,x,0,-6,-1,0.8,-11
O=C1CC(N2CCN(c3ccccc3F)CC2)C(=O)N1c1ccc(F)cc1 (configuration not stated),0,-5,17,17,-13,6,0,2.5,-20
COc1ccc2cc(C(=O)NC3CCCCC3)c(=O)oc2c1,-27,-7,-20,14,-15,10,-4,0.13,15
Cc1[nH]n(-c2ccccc2)c(=O)c1/C=N/NC(=O)c1cccc([N+](=O)[O-])c1,-17,1,10,x,10,5,0,0.16,-17
CNC(=O)c1sccc1SCc1c(Cl)cccc1Cl,-3,-9,-12,4[fluorescence artefact?],-1,10,1,-0.97,-2
COc1ccc(S(=O)(=O)NCC(c2cccnc2)N2CCN(c3ccccc3OC)CC2)cc1C (configuration not stated),x,1,x,-11,x,0,4,-1.8,x
Cc1c(C(=O)N2CCN(c3ncccn3)CC2)sc2nc3n(c(=O)c12)CCCC3,1,3,-1,-10,-9,-2,-3,-0.35,-16
CN1CCN(c2ccccc2NC(=O)Cc2ccc(Cl)cc2)CC1,-20,6,4,-3,16,-9,1,-0.37,-13
O=C(NCc1ccccc1)C1CCCN1S(=O)(=O)c1cccc2cccnc12 (configuration not stated),-14,2,-10,-18[fluorescence artefact?],18,-3,-3,x,-9
COc1ccc(-c2nnc(CSc3nc4ccccc4c(=O)n3C)o2)cc1OC,20,-8,-28,8,-22,7,0,0.13,-5
CCOC(=O)c1c(C)nc(C)c(C(=O)OCC)c1-c1ccc(OC)cc1,-26,8,0,x,-3,-3,-3,-0.76,-4
O=C(Nc1cc(C(=O)N2CCCC2)ccc1N1CCCC1)c1ccccc1,-5,4,14,2,-1,-9,-1,-0.48,-6
CC(C)CNC(=O)c1ccc(COc2ccc(Cl)cc2Cl)o1,-22,5,10,1,18,-3,1,-0.14,-23
COc1cccc(N2CC(O)Cn3c2nc2c3c(=O)n(CCCc3ccccc3)c(=O)n2C)c1 (configuration not stated),-16,6,25,-5,5,-8,3,1.4,-5
COc1ccccc1N(CC(=O)NC1CCCCC1)C(=O)c1csnn1,-7,-11,10,-7,-1,8,-2,0.63,-10
CCOc1ncccc1C(=O)OCC(=O)N1CC(=O)Nc2ccccc21,-20,1,-6,1,5,-3,-2,0.07,8
N#Cc1cc(-c2ccccc2)nnc1Sc1ccc(F)cc1,9,-5,x,0,-11,7,-2,0.21,-44

# Entries shown so far with an aryl thioether with sulfur outside any ring (eight):
SMILES,HUVEC tox IL1B,LYP act,F-actin modifier,ERa coact inh,VCAM1 TNFa inh,PTPN22 inh 2,FAK blocker,Pyk2 oligo antag,HUVEC tox TNFa
Cc1ccc(CSc2ncnc3c2cnn3Cc2ccccc2)cc1,-11,-2,-10,-1,21,4,1,0.56,8
C=CCn1c(SCC(=O)NCCc2ccccc2)nnc1C(C)NC(=O)c1cccs1 (configuration not stated),-52,-5,6,-2,-5,4,-3,0.42,5
COc1cc(OC)cc(-n2nnnc2SCC(=O)N2CCCc3ccccc32)c1,11,20,8,-6,7,-22,1,-0.74,-15
COc1ccccc1NC(=O)CSc1nnc(CNC(=O)c2ccco2)o1,-39,8,7,-9,2,-7,0,1.4,-8
Cn1c(CSCc2ccc(F)cc2)nnc1SCC(=O)N1CCN(c2ccccc2)CC1,-52,-3,-21,x,-2,7,1,1.9,6
CNC(=O)c1sccc1SCc1c(Cl)cccc1Cl,-3,-9,-12,4[fluorescence artefact?],-1,10,1,-0.97,-2
COc1ccc(-c2nnc(CSc3nc4ccccc4c(=O)n3C)o2)cc1OC,20,-8,-28,8,-22,7,0,0.13,-5
N#Cc1cc(-c2ccccc2)nnc1Sc1ccc(F)cc1,9,-5,x,0,-11,7,-2,0.21,-44
